hIAP inh = blocks human intestinal alkaline phosphatase; inhibition, % at 10 µM; 330,000 compounds, 0.12% hits; P09923; purified IAP, CDP-Star luminescence, 30 min; AID 2544;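 active means inhibition reaching a set limit with compound at 10 µM in the primary screen, cut at about 35% in these data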;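 further: plate controls were DMSO wells with enzyme for no effect and no-enzyme buffer wells for full effect; values of inactives mirror those of a sister screen read the other way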
Target sequence (P09923 whole entry, looked up): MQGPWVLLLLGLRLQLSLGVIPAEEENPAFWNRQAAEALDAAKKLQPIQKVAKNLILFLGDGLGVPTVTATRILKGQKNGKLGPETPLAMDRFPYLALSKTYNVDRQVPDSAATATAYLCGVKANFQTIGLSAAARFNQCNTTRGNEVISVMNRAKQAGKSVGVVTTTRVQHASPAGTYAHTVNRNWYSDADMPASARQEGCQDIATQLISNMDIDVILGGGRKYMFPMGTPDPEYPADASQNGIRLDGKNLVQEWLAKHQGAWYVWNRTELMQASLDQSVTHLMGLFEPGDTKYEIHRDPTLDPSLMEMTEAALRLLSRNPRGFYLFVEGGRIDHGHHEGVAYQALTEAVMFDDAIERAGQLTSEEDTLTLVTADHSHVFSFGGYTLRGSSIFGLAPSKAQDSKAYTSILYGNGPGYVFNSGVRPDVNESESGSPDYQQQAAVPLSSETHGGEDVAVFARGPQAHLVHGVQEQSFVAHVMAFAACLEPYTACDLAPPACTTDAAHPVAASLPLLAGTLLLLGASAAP
A3G deaminase = blocks human APOBEC3G single-stranded DNA deamination; inhibition, % at 20 µM; recombinant A3G, ssDNA deamination FAM/TAMRA fluorescence; 330,000 compounds, 0.28% hits; Q9HC16;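 active means inhibition of at least 40% at 20 µM, with no more than 30% in the related APOBEC3A deaminase screen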;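 further: plate controls were DMSO wells with A3G for no effect and wells lacking A3G enzyme for full effect; some compounds called inactive have numbers as strong as hits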
mIAP act = mouse IAP activation; activation factor at 10 µM; muIAP, CDP-Star luminescence, 30 min; active compounds read high; 1 = vehicle-only enzyme signal, 0 = enzyme-free wells; AID 2805; 330,000 compounds, 0.24% hits;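 active means activation factor of at least 2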; further: the source names both 10 and 20 µM as test concentration; values of inactives mirror those of a sister screen read the other way
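System: mouse IAP enzyme. Reagent: CDP-Star chemiluminescent phosphatase substrate. Benchmarks: DMSO wells, no-enzyme wells. Times: 30 min enzyme-substrate-compound incubation at room temperature. Detection: luminescence from enzymatic CDP-Star hydrolysis. Doses: test compounds delivered from DMSO solution.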
mIAP inh = mouse IAP inhibition; purified mouse IAP, CDP-Star luminescence, 30 min; inhibition, % at 10 µM; 330,000 compounds, 0.2% hits;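 active means inhibition of at least 40% at 10 µM in the primary screen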;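 further: plate controls were DMSO with enzyme for no effect and no enzyme wells for full effect; values of inactives mirror those of a sister screen read the other way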
tim10-1 inh = tim10-1 yeast growth inhibition. S. cerevisiae tim10-1 ts strain growth, BacTiter-Glo, 24 h. inhibition, % at 20 µM. 330,000 compounds, 2.2% hits. AID 463190;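 active means inhibition of at least 40%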;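 further: mutant grown at 25 °C; 0% = DMSO wells with yeast and 100% = wells holding no yeast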
MIN6 prolif = inducers of beta-cell replication in MIN6 cells. MIN6 cells proliferation, ATPlite luminescence, 48 h; cells starved in 0.2% serum; 100% = growth in 10% serum. proliferation, % at 10 µM. 330,000 compounds, 0.29% hits. AID 2380;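 active means compounds whose signal lies at least 3.5 SD above the mean of all wells on their plate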;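 further: 0% = DMSO-treated cells in low-serum medium and 100% = 10% serum control; some compounds called inactive have numbers as strong as hits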
TIM10 inh = TIM10 yeast growth inhibition; S. cerevisiae TIM10 strain growth, BacTiter-Glo luminescence, 24 h; inhibition, % at 10 µM; 330,000 compounds, 1.4% hits; AID 463195;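 active means inhibition of 40% or more at the single tested concentration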;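 further: wild-type TIM10 isogenic control strain grown at permissive 25 °C; 0% = DMSO yeast wells and 100% = minimal medium wells without yeast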
NLRP3 yeast inh = inhibitors of NALP3 inflammasome in yeast; Yeast reconstituted NLRP3/ASC/caspase-1, beta-gal luminescence, 24 h; inhibition, % at 10 µM; 330,000 compounds, 0.39% hits; AID 2825;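 active means inhibition of 50% or more; inactive means inhibition below 50%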;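 further: plate controls were induced DMSO wells for no effect and uninduced yeast grown without galactose for full effect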
APOBEC3A inh = human APOBEC3A DNA deaminase inhibition; recombinant A3A, FAM/TAMRA ssDNA deamination fluorescence; P31941; 330,000 compounds, 0.41% hits; AID 493011; inhibition, % at 20 µM;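 active means at least 40% inhibition at 20 µM here, with at most 30% in a related deaminase screen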;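 further: plate controls were A3A with DMSO for no effect and wells lacking A3A enzyme for full effect; some results filed as inactive read as strong as hits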
Target sequence (P31941 whole entry, looked up): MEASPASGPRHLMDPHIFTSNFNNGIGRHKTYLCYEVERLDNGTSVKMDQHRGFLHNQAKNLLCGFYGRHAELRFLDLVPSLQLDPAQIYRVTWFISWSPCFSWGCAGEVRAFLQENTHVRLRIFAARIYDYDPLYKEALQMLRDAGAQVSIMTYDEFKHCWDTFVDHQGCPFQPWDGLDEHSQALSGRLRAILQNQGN
The depositor's hits bear a star. An unsorted share of the library; any-hit rate near 4.6%.

The line under a structure holds: hIAP inh, A3G deaminase, mIAP act, mIAP inh, tim10-1 inh, MIN6 prolif, TIM10 inh, NLRP3 yeast inh, APOBEC3A inh
> CSc1nc(-c2ccccc2)nc(NC(=O)c2ccccc2)c1C(C)=O
  21, 9, 1, 0, 5, -3, 14, 20, 28
> O=S(=O)(NCc1cccnc1)c1ccc(Cl)c(Cl)c1Cl
  0, -4, 1.1, -5, 22, 0, 8, 7, -7
> O=C(NC1CCCc2ccccc21)c1ccc(=O)[nH]c1 (stereo not given)
  -18, -3, 1.1, -12, 6, 0, 4, 2, 0
> COC(=O)c1ccc2c(c1)C(C)(C)C(/C=C/c1ccc(OC)c(OC)c1OC)=[N+]2C
  2, 24, 0.97, 2, 13, -6, 5, 6, 95*
> COC(=O)c1c(C)[nH]c(C)c1-c1cccc([N+](=O)[O-])c1
  -10, 9, 0.94, 6, -1, -2, 16, 10, -3
> COc1ccc(OCCCC(=O)NNC(=O)CCN2CCN(c3ccccc3)CC2)cc1
  -65, -3, 0.99, 1, -14, -1, -14, 0, 1
> O=C(NC(=S)Nc1ccc2[nH]c(=O)[nH]c2c1)c1ccccc1Cl
  -5, -3, 0.99, 1, -15, 1, -10, -9, -3
> N/C(=N\OC(=O)c1cccs1)c1ccccc1
  -1, 2, 1.1, -13, 65*, -5, 70*, 5, 4
> COC(=O)CNC(=O)/C=C/c1cc(Br)ccc1OC
  -3, -7, 1, -2, 6, 3, 8, 5, 2
> Cc1noc(C)c1NC(=O)Nc1ccc2c(c1)C(=O)N([C@H](C)CO)C[C@H](C)[C@@H](CN(C)S(=O)(=O)c1c(C)noc1C)O2
  -6, -9, 1.2, -20, 17, -3, 1, 9, -4
> Cc1c(C)c2c(OCC(=O)N3CCC[C@H]3C(=O)O)cc3c(c2oc1=O)CCC(C)(C)O3
  9, -5, 0.94, 6, -14, 5, 2, 4, -3
> NS(=O)(=O)c1cccc(NC(=O)COC(=O)CNC(=O)c2ccc(-c3ccccc3)cc2)c1
  -12, -4, 0.96, 4, 10, -3, 10, 18, -1
> Cc1cc(C)c(S(=O)(=O)Nc2cnc3ccccc3c2)c(C)c1
  -10, -13, 1, -2, 14, 0, 35, 11, -4
> CCOC(=O)c1c(S(=O)(=O)NCC2CCN(Cc3cccc(F)c3)CC2)c(C)n(C)c1C
  -28, -4, 0.97, 3, 6, -3, -1, -9, -2
> C/C(=N\N1C(=O)CSC1=S)c1ccc(Br)cc1
  -25, -3, 0.68, 32, 11, -3, 8, -2, -2
> O=C(CNC(=O)c1ccccc1F)NCCc1ccccc1F
  2, -8, 1, -4, 0, 0, -8, 8, -2
> CCOC(=O)N1CCN(CCC(=O)Nc2ccc(C)cc2)CC1
  -7, -8, 1, -4, 8, -3, -12, 10, -4
> CCC1Oc2ccccc2N(CC(=O)NCCCN2CCC(C)CC2)C1=O (stereo not given)
  10, -6, 0.97, 3, -11, 1, 2, 11, -4
> COc1ccc(NC(=O)C(NCC(C)C)c2ccccc2)cc1Cl (stereo not given)
  18, -4, 0.99, 0, 10, 6, 13, 6, -4
> CCc1ccc(OCc2nnc(SCC(=O)N3CCN(c4ccccc4)CC3)o2)cc1
  -5, -5, 0.96, 4, 15, -1, 9, -2, -5
> COC(=O)c1sccc1NC(=O)c1ccc(OC)c(OC)c1
  2, 1, 0.85, 15, 19, 1, -3, 33, 4
> O=C(CN(Cc1ccccc1)C(=O)c1ccc2c(c1)OCCO2)NCc1ccc2c(c1)OCO2
  -13, -1, 0.98, 2, 14, -2, 5, 13, 2
> CCN(c1ccccc1)S(=O)(=O)c1ccc(C(=O)Nc2ccc(C)cn2)cc1
  -5, -10, 0.88, 12, 4, 1, 0, 24, -4
> COc1ccc(C(C)(C)C)cc1NC(=O)CCn1[nH]c(=O)ccc1=O
  5, -2, 1, -1, -16, 0, 3, 3, 4
> O=C(O)/C=C/c1ccc(S(=O)(=O)Nc2ccc(OCc3ccccc3)cc2)cc1
  1, -3, 0.98, 2, 4, -4, -10, 1, 7
> O=C(NC1(C(F)(F)F)NC(=O)N(c2ccc(F)cc2)C1=O)c1ccncc1 (stereo not given)
  9, 0, 0.94, 6, 11, -2, 0, -19, 0
> CCOC(=O)N1CCC(NC(=O)CCC(=O)N2CC(C)Oc3ccccc32)CC1 (stereo not given)
  -10, 2, 0.97, 2, 9, -3, 2, -4, 1
> O=C(CCCCCn1c(=O)[nH]c2ccccc2c1=O)N1CCN(Cc2ccc3c(c2)OCO3)CC1
  -2, -1, 0.98, 2, 7, -1, 28, 7, -2
> CC(C)CNC(=O)COC(=O)c1cccc(S(=O)(=O)NCC(F)(F)F)c1
  -4, 14, 1, 0, 6, 0, 0, 14, 13
> CC1CCCN(C(=O)C(=O)c2cn(CC(=O)N3CCCCCC3)c3ccccc23)C1 (stereo not given)
  2, -4, 0.91, 9, 4, -4, 2, 6, -2
> Cc1ccc(-n2c(SCC(=O)NC3CCS(=O)(=O)C3)nc3ccccc3c2=O)cc1C (stereo not given)
  17, -8, 0.94, 6, 7, 1, 2, 14, -2
> CC(C[N+](C)(C)C)OC(N)=O (stereo not given)
  9, -10, 1, -1, 4, 4, 3, 10, -5
> O=C(Nc1cccc(-c2cnc3ccccc3n2)c1)c1ccco1
  8, -9, 0.83, 17, 22, 0, 34, 22, -1
> CNC(=O)CSc1nc2c([nH]c3ccccc32)c(=O)n1CCOC
  2, -2, 0.95, 5, 7, 1, -3, -15, 0
> NS(=O)(=O)c1ccc(CNC(=O)c2ccc(C(=O)c3ccccc3)cc2)cc1
  -13, -6, 0.88, 12, -4, -1, -15, 8, -2
> COCc1nnc(NS(=O)(=O)c2ccccc2)s1
  -12, -6, 1.1, -10, 4, 0, -2, 1, -7
> COc1ccccc1C(=O)Nn1c(C2CCC2)nc2ccccc2c1=O
  -11, -2, 0.9, 10, 23, -2, 12, 14, 0
> CCOC(=O)c1oc2c(c1C)C(=O)CCC2
  -14, 1, 0.97, 3, 4, 3, 13, 7, 2
> COCCn1c(=O)[nH]c2cc(C(=O)Nc3ccc(OC)c(Cl)c3)ccc2c1=O
  10, -3, 0.94, 6, -7, 2, -3, -2, -3
> CCCNC(=O)c1ccc2c(c1)nc(C)n2-c1cccc(Cl)c1
  4, -8, 0.97, 3, 12, 0, 21, -11, -4

Looked up above:
`O=C(CN(Cc1ccccc1)C(=O)c1ccc2c(c1)OCCO2)NCc1ccc2c(c1)OCO2` @ hIAP inh = -13
`CNC(=O)CSc1nc2c([nH]c3ccccc32)c(=O)n1CCOC` @ mIAP inh = 5

(next part)
The line under a structure holds: hIAP inh, A3G deaminase, mIAP act, mIAP inh, tim10-1 inh, MIN6 prolif, TIM10 inh, NLRP3 yeast inh, APOBEC3A inh
> O=C(Oc1ccc(Br)cc1C(=S)N1CCOCC1)c1ccc(F)cc1
  -16, 34, 0.88, 12, 19, 0, 7, 13, 10
> COc1ccc(C(=O)/C=C/Nc2ccc(C)cn2)cc1OC
  8, -2, 1.1, -6, -1, -3, 7, 35, -2
> Nc1cccc(C(=O)OCC(=O)NC2CCCc3ccccc32)c1 (stereo not given)
  -11, -5, 0.98, 2, 4, -2, 10, 20, 7
> CCCCCCNC(=O)CC(c1ccccc1)c1cc(Br)ccc1O (stereo not given)
  -19, -4, 1.6, -59, 36, -5, 5, 18, -3
> Cc1ccccc1OCC(=O)OCC(=O)NC1CC1
  13, -7, 1, -2, -9, 0, -2, 13, -2
> COc1ccc(C2=CSC3=NCCN23)cc1OC
  -6, -5, 0.95, 5, -21, 0, -7, 4, -1
> O=[N+]([O-])c1ccc(-c2cn3c(n2)SCC3)cc1
  -6, -5, 0.98, 2, -1, -1, 14, 11, 4
> Cn1c(=O)c2c(nc(NCCO)n2CCCc2ccccc2)n(C)c1=O
  26, 14, 1, -5, 3, -3, 6, 21, 0
> CCCCC(SCC(=O)Nc1ccccc1)C(=O)O (stereo not given)
  -3, -7, 0.93, 7, -6, 2, -6, 11, -4
> CC1=C(C#N)C(C(F)(F)F)(C(F)(F)F)N=C(c2ccco2)N1
  -18, -6, 1, -3, -3, -4, -8, 4, -3
> NC1=NC(=O)/C(=C\c2ccc(O)c([N+](=O)[O-])c2)S1
  5, -2, 0.94, 6, 15, -4, 12, 25, 3
> CCCCN(C(=O)CCSc1ccc(F)cc1)c1c(N)n(Cc2ccccc2)c(=O)[nH]c1=O
  12, -3, 1, -3, 6, -1, -1, 7, -4
> CC(=O)Nc1ccc(N(CC(=O)NCC2CCCO2)C(=O)CCC(=O)Nc2cc(C)on2)cc1 (stereo not given)
  -12, -7, 1.1, -12, -10, -4, -14, 12, -4
> CCN(c1ccccc1)S(=O)(=O)c1ccc(C(=O)NCCCN2CCOCC2)cc1
  -14, -3, 1.1, -9, 1, 0, 1, 16, 0
> CC(=O)N1c2ccc(S(=O)(=O)N3CCCC3)cc2CC1C(=O)NCc1cccc(F)c1 (stereo not given)
  28, -6, 0.95, 5, 21, 6, -3, 5, -4
> Cc1noc(C)c1NC(=O)Nc1ccc2c(c1)C(=O)N([C@H](C)CO)C[C@H](C)[C@@H](CN(C)C(=O)Nc1ccccc1)O2
  7, -3, 1.1, -7, 8, 0, -2, 15, -4
> O=Cc1ccc2oc3nc4n(c(=O)c3c(=O)c2c1)CCCS4
  -1, 69, 0.86, 14, 16, 0, -7, 5, 69
> CCCCN(C)CCNC(=O)c1cn(C)c(=O)c2c1c1ccccc1n2C
  -9, -7, 1.1, -6, 18, -5, -13, 8, -2
> Cc1ccc(C)c(S(=O)(=O)/N=C2\C=C(NS(=O)(=O)c3ccccc3)C(=O)c3ccccc32)c1
  23, 5, 0.88, 12, 28, -4, 22, 21, 4
> O=C(Nc1ccccc1C(=O)O)c1ccc2ccccc2n1
  -6, -3, 1.1, -6, -1, -3, 7, 5, -5
> COc1ccc(-c2ccc(NS(=O)(=O)c3cc([N+](=O)[O-])c(C)c([N+](=O)[O-])c3)cc2)nn1
  0, -4, 0.96, 4, 16, -1, 1, 5, 0
> COc1cc(S(=O)(=O)N(Cc2cccnc2)Cc2ccco2)ccc1-n1cnnn1
  -11, 4, 0.91, 10, -3, 1, 3, 10, 10
